# Screening data as filed in PubChem.
# TROY signal inh: TROY signaling inhibition | 0.98% of 360,000 active | Q293 LMP1-TROYcd NF-kB luciferase reporter, 4 h | inhibition, % at 10 µM | AID 1347056;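 active = compounds whose plate-normalised and pattern-corrected inhibition of the luciferase reporter signal at the single screening dose is 50% or more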
# NCOA2 inhibitor: human SRC2 (NCOA2) inhibition; Q15596; HEK293 GAL4-SRC2 luciferase reporter, luminescence; inhibition, % at 9 µM; 0.17% of 370,000 active; AID 651957;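 active = inhibition above the mean inhibition of all tested compounds plus 3 SD, set per campaign, cut at about 52% in these data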;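 note: 0% = DMSO treated cells and 100% = cells given Gossypol at 36 µM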
# NCOA3 inh: inhibits human SRC3 coactivator; 0.17% of 360,000 active; inhibition, % at 3.6 µM; Q9Y6Q9; HEK293 GAL4-SRC3 luciferase reporter, luminescence;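 active = inhibition above a per-campaign cutoff, the mean of all compounds plus 3 SD, cut at about 60% in these data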;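 note: 0% = DMSO-treated cells and 100% = gossypol-treated cells at 36 µM; higher means less SRC3-driven luciferase light from the GAL4 reporter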
# Vif inh: HIV Vif inhibition; 0.35% of 340,000 active; HEK293T cells, Vif self-association by quenched fluorescence, imaging, 24 h; inhibition, % at 7.49 µM; AID 602346; in the data active = inhibition above about 50%, passing the limit was not always enough; inconclusive = no clear call, values can overlap the other calls; inactive = below about 31%; note: some results filed as inactive read as strong as hits
# NOD2-RIPK2 inh: blocks binding of human NOD2 to RIPK2; O43353; inhibition, % at 4.98 µM; 0.38% of 360,000 active; CHO BLA complementation NOD2-RIPK2, CCF4 ratio; AID 624267; in the data active = inhibition above about 21%;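 note: 0% = vehicle only and 100% = reference blocker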
# COUP-TFII inh: NR2F2 (human) inhibition, primary screen; P24468; HEK293T NGFI-A luciferase reporter, luminescence; inhibition, % at 8.6 µM; 0.7% of 370,000 active; AID 686940;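 active = inhibition above a per-plate cutoff, mean inhibition of test wells between control levels plus 3 SD, cut at about 38% in these data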;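 note: cells cotransfected with COUP-TFII expression vector driving the NGFI-A reporter; 0% = median of COUP-TF2 test wells and 100% = reporter-only cells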
# Target sequence (P24468 whole entry, looked up): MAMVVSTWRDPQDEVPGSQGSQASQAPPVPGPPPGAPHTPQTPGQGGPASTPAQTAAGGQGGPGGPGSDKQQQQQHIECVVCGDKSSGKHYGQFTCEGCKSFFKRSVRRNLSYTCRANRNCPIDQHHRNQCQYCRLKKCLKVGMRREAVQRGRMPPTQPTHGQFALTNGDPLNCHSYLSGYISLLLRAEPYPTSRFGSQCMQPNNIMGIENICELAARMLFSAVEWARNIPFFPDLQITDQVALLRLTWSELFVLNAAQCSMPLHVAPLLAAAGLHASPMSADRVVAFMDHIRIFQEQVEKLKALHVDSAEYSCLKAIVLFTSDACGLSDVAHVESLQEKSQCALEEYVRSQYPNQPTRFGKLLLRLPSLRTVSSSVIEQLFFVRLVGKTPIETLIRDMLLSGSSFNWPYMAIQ
# LMP1 NFkB inh: Epstein-Barr LMP1 NF-kappaB reporter inhibition; LMP1-induced NF-kappaB luciferase reporter cells, luminescence; inhibition, % at 12.5 µM; 0.69% of 350,000 active; in the data active = inhibition above about 41%; inconclusive = no clear call, values can overlap the other calls;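 note: 0% = neutral control wells and 100% = reference inhibitor control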
# TLR9-MyD88 inh: inhibitors of human TLR9-MyD88 binding. AID 504734. inhibition, % at 4.98 µM. 0.21% of 340,000 active. CHO BLA complementation TLR9-MyD88, CCF4 FRET ratio. Q9NR96+Q99836;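 active = inhibition above the mean over all tested compounds plus 3 SD, cut at about 21% in these data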;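 note: 0% = DMSO only wells and 100% = clavulanate BLA inhibitor control wells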
# TRAIL sens C8: caspase-8 TRAIL sensitization | NB7+C8 cells + TRAIL, ATPlite viability luminescence | 1% of 360,000 active | AID 624354 | inhibition (viability loss, TRAIL sensitization), % at 10 µM;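 active = compounds causing at least 50% loss of cell viability in the single-dose screen, relative to plate controls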
# LRH-1 inv ag: suppresses constitutive activity of human LRH-1. O00482. HEK293T StAR-luciferase reporter, LRH-1 transfected, 24 h. inhibition, % at 3.6 µM. 0.13% of 360,000 active. AID 602396;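 active = inhibition above the mean inhibition of all tested compounds plus 3 SD, cut at about 73% in these data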;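 note: 0% = DMSO wells and 100% = reporter-only cells lacking LRH-1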
# Target sequence (O00482 whole entry, looked up): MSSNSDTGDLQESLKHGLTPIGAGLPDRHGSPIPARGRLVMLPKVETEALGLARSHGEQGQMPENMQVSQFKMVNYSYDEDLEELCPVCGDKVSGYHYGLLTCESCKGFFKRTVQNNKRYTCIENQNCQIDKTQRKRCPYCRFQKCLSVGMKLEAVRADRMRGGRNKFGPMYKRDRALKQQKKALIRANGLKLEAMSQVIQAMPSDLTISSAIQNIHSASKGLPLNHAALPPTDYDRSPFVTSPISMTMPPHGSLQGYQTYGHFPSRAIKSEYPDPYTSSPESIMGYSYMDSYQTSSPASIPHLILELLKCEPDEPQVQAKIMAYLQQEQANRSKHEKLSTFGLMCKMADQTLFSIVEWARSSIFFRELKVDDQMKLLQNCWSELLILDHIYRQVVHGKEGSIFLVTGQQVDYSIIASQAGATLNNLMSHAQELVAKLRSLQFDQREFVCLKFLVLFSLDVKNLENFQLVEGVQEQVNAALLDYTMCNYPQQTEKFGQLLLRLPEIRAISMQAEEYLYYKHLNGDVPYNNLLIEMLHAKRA
# SRC1 inh: inhibitors of human steroid receptor coactivator 1 (SRC1); Q15788; HEK293 GAL4-SRC1 luciferase reporter, luminescence; inhibition, % at 3.6 µM; 0.12% of 360,000 active;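 active = inhibition above the campaign mean plus 3 SD, with each screening campaign given its own cutoff, cut at about 60% in these data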;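 note: 0% = DMSO treated cells and 100% = gossypol at 36 µM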
# * = called active by the depositor; ? = inconclusive; / = no result given.
SMILES,TROY signal inh,NCOA2 inhibitor,NCOA3 inh,Vif inh,NOD2-RIPK2 inh,COUP-TFII inh,LMP1 NFkB inh,TLR9-MyD88 inh,TRAIL sens C8,LRH-1 inv ag,SRC1 inh
CCCC(=O)Nc1nc(CC(=O)OCC)cs1,-22,-1,16,25,-7,-4,-1,5,-2,-13,0
CCOC(=O)c1ccccc1NC(=O)c1nc2nccc(C)n2n1,-6,-3,4,1,-1,15,-5,-8,-12,25,3
CCSc1nnc(-c2cccs2)o1,-32,-18,-13,1,6,5,-15,5,1,-16,-33
CN(C)c1ccc(-c2noc(C3CCN(S(=O)(=O)c4ccc(C(=O)O)cc4)CC3)n2)cc1,-5,21,-16,0,2,2,24,1,2,-4,0
CN1CCN(c2nc(-c3ccc(Cl)cc3Cl)nc3ccccc23)CC1,3,23,-4,-9,-10,-6,-1,0,-2,1,-10
CCOC(=O)c1c(C)[nH]c(C)c1S(=O)(=O)N(C)CC(=O)Nc1cccc(C)c1,-17,-23,20,-8,-2,11,-10,4,-7,4,-4
Clc1cc(Br)ccc1OCCOCCOc1cccc2cccnc12,-8,-3,-11,4,-2,9,-4,-2,-7,8,3
Cc1ccc(-c2nc3cnccn3c2Nc2c(C)cccc2C)o1,-2,1,-15,6,49*,12,2,29*,7,-21,-7
Cc1ccc2cc(-c3noc(C4CCCCC4)n3)c(=O)[nH]c2c1,-7,13,-1,/,-12,23,-5,-7,9,15,-3
CC1(C)CC2(CC(c3ccccc3)Oc3cc(O)ccc32)NC(=S)N1 (stereo unspecified),14,5,10,-1,-7,-7,3,-3,-9,15,-8
Cc1cc(C)n(-c2ccc(C(=O)Nc3ccccn3)cc2)n1,11,-65,-82,0,-9,-27,-5,-8,49,-142,-310
CC(Sc1nnc(COc2ccc([N+](=O)[O-])cc2)n1C)C(=O)O (stereo unspecified),6,10,8,14,-7,6,4,-3,3,18,-43
COc1ccc(CCC(=O)Nc2ccc(Cl)c(S(=O)(=O)N3CCOCC3)c2)cc1OC,22,8,21,-17,-5,30,21,-8,23,-1,16
COc1ccc(-c2[nH]ncc2CN2CCCC2c2nonc2C)c(F)c1 (stereo unspecified),-16,-11,10,-5,2,10,3,-12,1,-9,-10
CC(Oc1ccccc1Br)C(=O)N1CCc2ccccc21 (stereo unspecified),-26,-25,-9,0,5,-13,-21,-6,0,3,-19
COc1cc(NC(=O)CN2CCN(C(=O)C3CCCO3)CC2)c(OC)cc1Cl (stereo unspecified),0,14,14,-1,-9,-13,-1,-2,-22,13,11
CN(C)CCOc1ccccc1-c1ccccc1,-15,0,-12,15,0,-11,4,-1,-9,3,-15
O=C(/C=C/c1ccc(Cl)c([N+](=O)[O-])c1)c1ccc(O)cc1,56*,16,13,-5,29*,-1,10,13,-2,21,-27
COc1ccc(CN(C)S(=O)(=O)c2nnc(NC(=O)c3cccc(F)c3)s2)cc1,23,4,-15,9,-6,-9,-3,-8,-7,-11,-6
Cc1ccc(C(=O)NC2CCN(C(=O)Nc3ccccc3Cl)CC2)cc1,2,18,-5,-2,-1,7,4,3,-15,-9,-1
Clc1ccc(OCc2nnc(SCc3nc4ccccc4[nH]3)n2Cc2ccco2)cc1,-21,-13,-7,-14,-16,36,12,0,4,9,-1
c1ccc(-c2cn(CC3CCCCC3)nn2)cc1,-89,-38,-86,-2,2,-41,-4,10,-1,-53,-65
Cc1ccc(C)c(CN2CCC(CNC(=O)CCc3nnc4ccc(N5CCC(C)CC5)nn34)CC2)c1,8,-11,-16,4,-2,18,3,0,8,-12,-5
O=[N+]([O-])c1ccccc1/C=N\N1CCN(Cc2ccccc2Cl)CC1,-3,-26,-11,-3,0,18,-63,6,4,-10,-13
CCC(=O)Nc1ccc(-c2ccc(N3CCCCC3)nn2)cc1,-1,-77,-80,17,2,-33,-29,1,3,-111,-90

# (cont.)
SMILES,TROY signal inh,NCOA2 inhibitor,NCOA3 inh,Vif inh,NOD2-RIPK2 inh,COUP-TFII inh,LMP1 NFkB inh,TLR9-MyD88 inh,TRAIL sens C8,LRH-1 inv ag,SRC1 inh
Cc1nnc(SCC(=O)Nc2nc(-c3ccccc3)cs2)n1N,-5,3,-14,/,-4,-6,2,-9,-4,0,-12
O=C(N/N=C/c1cccs1)c1cc(-c2ccncc2)nc2ccccc12,29,23,-5,117*,14,-66,1,-7,-25,23,-14
CCc1ccc(-c2cc(C(=O)NN3CCOCC3)c3ccccc3n2)cc1,-6,-26,-38,-9,-9,-14,-2,2,12,-7,-20
O=C(Nc1ccncc1)c1cccc(S(=O)(=O)N2CCCC2)c1,12,9,5,-24,-12,21,-3,0,12,-12,4
CCC1Oc2ccc(C)cc2N(CC(=O)NCc2cccc(OC)c2)C1=O (stereo unspecified),0,-48,-2,0,-14,-5,2,-3,3,-1,12
Cc1nn(-c2ccccc2)nc1C(=O)Nc1ccc2c(c1)OCCO2,-12,-7,9,6,-8,21,-12,-8,-4,6,-20
Cc1ccc(NC(=O)CC2OC(=O)c3ccccc32)cc1S(=O)(=O)N1CCCCCC1 (stereo unspecified),-4,-3,5,-9,-5,-13,5,3,7,14,-11
O=C(Cc1cccc2ccccc12)N/N=C1\CCCc2ccccc21,5,-4,5,-18,9,13,11,-10,21,-10,3
CNc1cc(CSC)nc(SCc2ccc(Cl)cc2Cl)n1,10,13,-2,14,-1,0,1,-1,-4,-5,-24
CCCc1ncc(C(O)(c2ccccc2)c2ccccc2)n1C,14,2,4,-2,-5,-5,10,2,-3,3,1
O=C(CSc1n[nH]c(-c2ccccc2F)n1)NCC(=O)Nc1ccc(F)c(F)c1F,-21,-20,9,4,-3,27,-2,-3,5,20,18
CCCn1c(SCc2ccc(C(=O)OC)o2)nc2ccccc2c1=O,13,10,2,-11,8,-20,5,10,-2,-4,6
CC(C)CC(CO)N1CCN(C(=O)c2ccc(Cl)cc2)CCC1=O (stereo unspecified),-18,-21,18,10,-4,8,1,-6,-8,4,10
CCOC(=O)Cn1ncc2c3ccccc3n(CC(=O)OCC)c2c1=O,-9,-8,11,-9,-17,-13,0,6,5,2,19
O=C(O)CNS(=O)(=O)c1cccc(Cl)c1,2,-13,8,1,-5,-4,-4,4,-1,9,16
Cc1cc(OCC(=O)N(Cc2ccco2)C2CCS(=O)(=O)C2)cc(C)c1Cl (stereo unspecified),1,11,11,-4,3,11,0,/,7,3,-3
CSc1ccccc1NC(=O)CCn1c(=O)sc2ccccc21,-7,-20,-23,-1,17,-1,4,9,-8,-2,8
CCOc1ccc(NC(=O)CN(C)C(=O)c2ccc(C3SCCS3)cc2)cc1OCC,-4,-1,10,23,-1,2,-3,1,-23,-1,-13
COc1ccccc1N1CCN(C(CNC(=O)c2ccco2)c2cccnc2)CC1 (stereo unspecified),-9,34,-3,11,-9,10,3,8,9,17,5
CS(=O)(=O)c1ccc(Nc2nc(C(N)Cc3ccc(C(F)(F)F)cc3)cs2)cc1 (stereo unspecified),11,16,5,1,5,8,/,/,5,-5,5
O=C(Nc1ccc(-c2cn3ccccc3n2)cc1)c1ccco1,-68,-34,-94,-15,0,-46,-4,5,71*,-178,-111
COC(=O)c1cc(Cl)c(NC(=O)c2cc(OC)c(OC)c(OC)c2)cc1OC,14,-16,13,0,2,6,-11,2,-15,-24,-13
CSc1nc2ccccc2n1Cc1c(Cl)cccc1Cl,19,-7,15,7,6,-3,4,13,4,-16,8
Nc1c(C(=O)NCC2CCCO2)c2nc3ccccc3nc2n1/N=C/c1ccncc1 (stereo unspecified),-7,21,15,-2,-3,-18,0,-2,24,10,-12
COc1ccc(/C=N/NC(=O)Cc2cccs2)cc1,-44,-22,-70,-5,5,-25,-21,3,0,-70,-34

# Other entries follow.
SMILES,TROY signal inh,NCOA2 inhibitor,NCOA3 inh,Vif inh,NOD2-RIPK2 inh,COUP-TFII inh,LMP1 NFkB inh,TLR9-MyD88 inh,TRAIL sens C8,LRH-1 inv ag,SRC1 inh
COc1ccc2[nH]c(=O)c(CN(CCO)C(=O)c3ccccc3F)cc2c1,-11,-6,-5,-1,1,-2,1,-5,-5,3,-21
CCc1cc2c(SCC(=O)c3ccc(Cl)s3)ncnc2s1,-30,-5,-19,3,-14,6,-12,5,-2,-23,-12
Cc1nc2ccccc2n1CC(=O)OCC(=O)NCc1ccccc1,9,4,21,-6,-5,-1,-9,-5,-2,-12,-5
CCOc1ccc2nc(NC(=O)C3CCN(C(=O)c4ccco4)CC3)sc2c1,-10,-40,-56,2,-8,-56,-10,0,-3,-59,-31
COc1nc2c(s1)C(=O)NCCC2,-14,-1,2,-3,-8,7,-9,2,3,-1,-14
COc1ccc(/C=C/C(=O)Nc2cccc(F)c2)cc1S(=O)(=O)N1CCOCC1,19,27,13,-9,-3,36,19,-1,35,9,12
C=CCNCCCOc1ccc(C)cc1Br,-26,-50,-14,8,3,-3,-5,4,0,-51,-37
CC(CCc1ccccc1)NC(=O)[C@@H]1Cc2ccccc2CN1 (stereo partly specified),3,-10,9,-8,4,-6,-8,4,22,26,6
CCOC(=O)N1CCN(Cc2ccc(F)cc2F)CC1,1,2,8,/,0,9,-4,-10,13,6,-2
COc1ccc(CCNC(=O)CN(CCc2ccccc2)S(C)(=O)=O)cc1,-3,-5,10,2,0,-7,-10,8,-12,5,0
Cc1ccc(CSc2nccc(-c3c(C)nc4ccccn34)n2)cc1,41,3,29,-1,-13,-4,/,/,14,-20,-6
Cn1c(=O)c2c(SCC(=O)N3CCCc4ccccc43)nc(C3CC3)nc2n(C)c1=O,-5,-5,6,6,-3,8,-13,0,38,-18,-6
Cn1nccc1-c1coc2c(C(=O)NCC3CCOCC3)cccc12,0,-14,-4,-12,-8,9,/,/,-1,-6,7
Cc1ccc(Cc2c(-c3cccc(Cl)c3)nc3ccc(Cl)cn23)cc1,-12,-21,-7,/,0,-31,/,/,4,1,-3
O=C1N=C(N2C=CC(=C3C=CNC=C3)C=C2)/C(=C/N=NC(=O)c2ccccc2O)S1,-23,-1,-20,6,-19,-3,-1,-3,4,7,4
COc1ccccc1NC(=O)c1ccc(Br)c(S(=O)(=O)N2CCCC2)c1,-7,4,12,-6,-5,0,9,-8,-3,-7,-20
CC(OC(=O)CN1C(=O)C2CCCCC2C1=O)C(=O)Nc1ncc(Cl)cc1Cl (stereo unspecified),16,2,1,/,-16,6,-8,0,-20,-1,-7
CCOCCCNC(=O)C(c1ccc(C)cc1)N(Cc1ccc2c(c1)OCO2)C(=O)CNC(C)=O (stereo unspecified),-17,-2,22,?,-7,0,-4,2,2,20,5
CC1Cc2ccccc2N1CC(=O)c1c(N)n(Cc2ccccc2)c(=O)n(C)c1=O (stereo unspecified),6,11,21,-6,0,12,6,1,4,5,7
COc1ccccc1CNC(=O)CN(C)CC(=O)Nc1cccc(F)c1,-3,-5,-7,1,-1,8,4,-6,-8,-17,0
C=CCn1c(SCc2ccc(C(=O)Nc3nccs3)cc2)nnc1-c1ccc(C)c(Cl)c1,44,22,19,6,1,40*,6,-1,23,0,-4

# This is a subset; rates above refer to the full screens.
